LEDGF integ inh: blockers of LEDGF/p75-dependent integrase strand transfer – biochemical, TR-FRET, high throughput, primary screen; HIV-1 integrase (with human LEDGF/p75); TR-FRET IN-LEDGF/p75 DNA integration, Eu/Cy5; inhibition, % at 3.7 µM; 370,000 compounds, 0.64% hits;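 active means inhibition above the screen-wide mean plus 3 SD, cut at about 13% in these data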;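 further: signal is the Cy5 over europium emission ratio at 671 and 618 nm; 0% = plate median of compound wells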
SIAE inh: human SIAE inhibitors, primary screen, biochemical, fluorescence polarization, FP-Rh probe, 1536-well HTS; inhibition, % at 9.66 µM; 370,000 compounds, 0.69% hits; SIAE FP-Rh probe binding; Sialate O-acetylesterase (Homo sapiens), Q9HAT2;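 active means inhibition above a cutoff: mean of compounds within the control limits plus 3 SD of those, cut at about 17% in these data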;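 further: 0% = plate median of compound wells and 100% = probe without SIAE protein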
MBD2 inh: inhibitors of MBD2 binding to methylated DNA, primary screen, biochemical, TR-FRET, DNA-binding domain, human; MBD2 binding to methylated oligonucleotide; inhibition, % at 4.4 µM; 370,000 compounds, 0.31% hits; in the data active means inhibition above about 13%
PRMT1 FP inh: PRMT1 methyltransferase inhibitors, primary screen, biochemical, fluorescence polarization; recombinant PRMT1, activity-based probe fluorescence polarization; Protein arginine N-methyltransferase 1 (Homo sapiens), Q99873; inhibition, % at 2.79 µM; 370,000 compounds, 1.3% hits;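 active means inhibition above about 21% made by adding two undisclosed values, limit read from the data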
Target sequence (Q99873 whole entry, looked up): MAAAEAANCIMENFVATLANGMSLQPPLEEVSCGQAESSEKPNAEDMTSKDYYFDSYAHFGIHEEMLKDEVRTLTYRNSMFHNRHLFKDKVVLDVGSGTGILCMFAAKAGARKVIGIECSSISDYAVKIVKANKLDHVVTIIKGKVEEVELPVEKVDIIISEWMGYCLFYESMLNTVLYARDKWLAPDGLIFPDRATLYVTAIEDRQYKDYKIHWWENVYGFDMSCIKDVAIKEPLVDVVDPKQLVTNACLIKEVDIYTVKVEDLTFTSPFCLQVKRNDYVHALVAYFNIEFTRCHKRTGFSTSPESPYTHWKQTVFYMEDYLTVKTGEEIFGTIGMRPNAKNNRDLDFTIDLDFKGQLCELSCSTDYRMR
rCAG binder: binders of r(CAG) RNA repeats, primary screen, biochemical, fluorescence; r(CAG) RNA repeat, TO-PRO-1 dye displacement fluorescence; inhibition, % at 3 µM; 370,000 compounds, 1.3% hits;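 active means inhibition above the plate cutoff, the mean of all test compounds on that plate plus 3 SD, cut at about 35% in these data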;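 further: 0% = DMSO alone and 100% = 100 µM mitoxantrone as full dye displacement; higher means more dye released from RNA so lower well fluorescence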
NPR2 activator: human GC-B receptor activators, primary screen, HEK293 GC-B cells, cGMP TR-FRET, EC30 CNP; Atrial natriuretic peptide receptor 2 (Homo sapiens), P20594; 0% at EC30 CNP, 100% saturating CNP; activation, % at 10 µM; 370,000 compounds, 0.11% hits; AID 1920062, 2024;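 active means activation at 10 µM reaching about 35% in either raw or pattern-adjusted values, limit read from the data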
TDP2 absorb: human TDP2 enzyme inhibitors, primary screen, biochemical, epi absorbance, recombinant enzyme; Tyrosyl-DNA phosphodiesterase 2 (Homo sapiens), O95551; T5PNP hydrolysis, p-nitrophenol absorbance 415 nm; inhibition, % at 12.8 µM; 370,000 compounds, 0.34% hits;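 active means inhibition above the mean of all tested compounds plus 3 SD, set per campaign, cut at about 25% in these data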;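 further: 0% = DMSO with enzyme and 100% = buffer with substrate but no TDP2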
Target sequence (O95551 whole entry, looked up): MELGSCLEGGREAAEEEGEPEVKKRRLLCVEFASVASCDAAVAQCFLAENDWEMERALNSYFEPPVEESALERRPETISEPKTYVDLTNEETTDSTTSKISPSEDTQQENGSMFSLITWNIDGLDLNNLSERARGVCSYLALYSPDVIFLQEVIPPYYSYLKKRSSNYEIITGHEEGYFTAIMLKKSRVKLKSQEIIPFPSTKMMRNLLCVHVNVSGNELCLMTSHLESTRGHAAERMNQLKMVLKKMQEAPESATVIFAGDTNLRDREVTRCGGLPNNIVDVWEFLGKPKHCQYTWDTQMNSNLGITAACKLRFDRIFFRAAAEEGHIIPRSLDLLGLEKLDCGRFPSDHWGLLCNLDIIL
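Incubation: 2 h at 37 °C; Test system: recombinant human TDP2; Quantity: enzyme 120 nM; Read-out basis: percent inhibition; Medium: 50 mM Tris-HCl pH 7.5 with Mg2+, KCl, DTT, BSA; Repeats: single replicate; Compound: 12.8 µM single point, 1% DMSO; Signal: epi absorbance; Reagent: 5 mM T5PNP chromogenic substrate; Benchmarks: no-enzyme high, DMSO-plus-enzyme low.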
TCR CD3 inh: inhibitors of human TCR-CD3 interaction, primary screen, biochemical, fluorescence, TAMRA-labeled TCR probe; 360,000 compounds, 0.37% hits; inhibition, % at 9.4 µM; in the data active means inhibition above about 19%;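 further: recombinant mutant TCR 2C K166C tagged with TAMRA read by polarization; 0% = receptor in buffer alone and 100% = receptor with positive control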
HTRA1 inh: HTRA1 serine protease inhibitors, primary screen, biochemical, fluorescence polarization, HTS. recombinant HTRA1, FP-rhodamine activity-based probe. inhibition, % at 5.96 µM. 340,000 compounds, 0.5% hits; in the data active means inhibition above about 36%;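 further: 0% = enzyme with DMSO and 100% = wells lacking enzyme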
mABHD4 FP: ABHD4 inhibitors, primary screen, biochemical, fluorescence polarization, mouse; 370,000 compounds, 0.54% hits; purified mABHD4, FP-Rh probe fluorescence polarization; inhibition, % at 8.92 µM; (Lyso)-N-acylphosphatidylethanolamine lipase (Mus musculus), Q8VD66;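 active means inhibition exceeding the mean over every tested compound plus 3 SD, cut at about 30% in these data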;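 further: 0% = plate median of compound wells and 100% = S159A mutant with DMSO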
Target sequence (Q8VD66 whole entry, looked up): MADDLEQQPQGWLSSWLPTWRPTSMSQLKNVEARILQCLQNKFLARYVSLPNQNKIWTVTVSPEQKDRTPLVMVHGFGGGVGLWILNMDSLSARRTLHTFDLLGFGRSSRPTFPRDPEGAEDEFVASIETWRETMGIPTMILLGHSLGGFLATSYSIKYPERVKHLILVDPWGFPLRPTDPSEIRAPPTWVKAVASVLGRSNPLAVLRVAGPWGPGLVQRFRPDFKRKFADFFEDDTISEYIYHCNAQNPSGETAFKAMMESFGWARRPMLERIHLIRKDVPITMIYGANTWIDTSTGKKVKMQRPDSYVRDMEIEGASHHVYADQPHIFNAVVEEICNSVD
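Assay system: mouse ABHD4 enzyme, wild type / Also added: fluorescent activity-based probe FP-Rh / Doses: single nominal dose of 8.92 µM, 0.89% DMSO final / Timing: 45 min compound pre-incubation plus 60 min probe step, 25 °C / Signal: FP readout, ex 525 nm / em 598 nm / Control set: S159A mutant/DMSO as 100%, compound-well median as 0%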
An asterisk follows results filed as active; / = not tested or not shown; & = joins results of further samples. Not all compounds are listed; rates above refer to the full screens.

Values run as follows: LEDGF integ inh, SIAE inh, MBD2 inh, PRMT1 FP inh, rCAG binder, NPR2 activator, TDP2 absorb, TCR CD3 inh, HTRA1 inh, mABHD4 FP
- CN(C)CCCN1c2ccccc2Sc2ccccc21
  -0.9, 0.1, -3.1, -3.8, 5.8, -19.8, -11.9, -3.6, 7.5, 2.0
- Nc1cc(-c2ccncc2)c[nH]c1=O
  -0.3, -0.3, 1.9, 23.6*, 0.0, 9.8, 23.0, -4.4, 5.0, 5.2
- CC1(C)O[C@H]2CC(=O)OCC23[C@H]2CC[C@@]4(C)[C@H](c5ccoc5)OC(=O)[C@H]5O[C@]54[C@]2(C)C(=O)C[C@@H]13 (stereo partly drawn)
  -0.5, -3.8, 1.2, -3.2, 0.1, -2.3, 11.7, -1.5, -7.5, 3.7
- Cc1coc2c1C(=O)C(=O)c1c-2ccc2c1CCCC2(C)C
  6.7, 13.1, -2.0, 17.0, 43.3*, -5.3, 9.6, 122.7*, 67.2*, 49.5*
- Cc1cc(C)nc(/N=C(\N)Nc2ccc(S(N)(=O)=O)cc2)n1
  2.9, 0.2, -3.8, -5.8, 1.8, 4.6, -0.6, 0.9, 3.7, 1.7
- NC(=O)NC(CCC(=O)O)C(=O)O (stereo not drawn)
  0.9, -5.1, 0.9, 3.7, 0.4, -5.8, 5.7, -3.9, -2.9, -6.4
- C[C@H](CCC(=O)O)[C@H]1CC[C@H]2[C@@H]3[C@@H](O)C[C@@H]4C[C@H](O)CC[C@]4(C)[C@H]3CC[C@]12C
  1.8, 0.5, 0.0, -2.6, 31.4, 0.6, -4.9, 6.8, -0.8, 2.9
- CC(=O)NCCCCCC(=O)O
  -3.8, -3.1, 4.0, 3.0, 0.1, 1.1, 5.2, 5.8, /, -4.7
- COc1cc(N)c(Cl)cc1C(=O)NC1CCN(CCCOc2ccc(F)cc2)CC1OC (stereo not drawn)
  6.0, -3.6, -0.9, -6.7, 1.1, -11.3, -16.9, /, /, 1.6
- COc1nc(C)nc(Cl)c1NC1=NCCN1
  -3.0&-3.3, -8.1&-12.3, 5.1&1.3, 1.4&3.1, 0.0&-0.3, 0.6&5.7, -2.4&-2.2, 2.6&1.1, 2.1&2.4, -2.0&-5.0
- CCOc1ccc(S(=O)(=O)N2CCCCCC2)c2ccccc12
  1.4, -5.2, -0.9, -0.7, 0.2, 6.3, -14.1, 1.6, -24.4, 6.0
- C/C=C/C=N\NC(=O)c1ccncc1
  -0.5, -2.8, 3.0, -2.6, 2.6, 2.6, -1.5, -1.0, 4.3, 1.4
- Cc1nnc(NS(=O)(=O)c2ccc(N)cc2)s1
  -1.3, 0.9, 0.1, 0.1, 0.9, 5.1, 7.1, -9.7, 2.2, -4.7
- CCCCCCCCO
  5.5, -1.5, -0.7, -2.5, 3.2, 4.0, -0.5, 2.7, 0.8, -2.9
- CC(C)Cn1cnc2c1c(=O)n(C)c(=O)n2C
  0.5, -4.0, -4.3, -9.3, 2.4, 2.3, -1.2, -2.0, 7.5, -2.3
- O=c1cc[nH]c(=O)[nH]1
  -2.1, -2.9, -4.6, 2.3, 1.0, 1.1, -2.5, 4.6, -0.8, -0.4
- CC1=NN(c2ccccc2)C(=O)C1
  30.9*, 4.1, 17.5*, 14.8, 2.9, 0.8, 66.5*, -3.3, 2.7, -14.5
- COc1cncc(C#Cc2ccccn2)c1
  -2.5, 3.6, -1.4, 0.1, 0.4, 5.3, -2.9, -4.4, /, 1.9
- CC(=O)N1C[C@H](O)C[C@H]1C(=O)O
  -0.7, 4.5, 0.9, 1.6, 1.2, -0.4, 5.0, 1.9, -1.0, 9.7
- O=C(O)COC(=O)Cc1ccccc1Nc1c(Cl)cccc1Cl
  2.0, 1.8, 4.8, 0.0, 9.5, 5.8, -0.4, 9.6, -1.1, 2.4
- c1ccc2c(CC3=NCCN3)cccc2c1
  2.4, -1.5, -3.0, -3.0, 3.6, -2.2, -7.1, -6.5, -3.2, 0.7
- Nc1ccc(C(=O)Nc2ccccc2N)cc1
  -1.6, 3.6, 3.4, -5.0, 2.8, 0.6, 14.9, 5.8, 6.6, 2.9
- CC1(C)OC2CC3C4CC(F)C5=CC(=O)C=CC5(C)C4(F)C(O)CC3(C)C2(C(=O)CO)O1 (stereo not drawn)
  2.1, 2.5, -1.5, -2.3, -4.8, -1.3, -0.1, -0.6, 3.4, -1.5
- C=C1c2cccc(O)c2C(=O)C2C(=O)[C@]3(O)C(=O)C(C(N)=O)C(=O)[C@@H](N(C)C)[C@@H]3[C@@H](O)[C@H]12 (stereo partly drawn)
  86.3*, 47.0*, 90.0*, 61.5*, 84.9*, -6.0, 22.8, 27.5*, 45.9*, 84.8*
- COc1c(O)cc2c(c1O)C1OC(CO)C(O)C(O)C1OC2=O (stereo not drawn)
  -1.8, 1.9, 0.7, 3.9, -0.5, 2.3, -8.8, -4.3, 2.0, -7.0
- Cc1onc(-c2ccccc2Cl)c1C(=O)N[C@@H]1C(=O)N2[C@@H]1SC(C)(C)[C@@H]2C(=O)O
  -3.5&1.8, 3.9&7.6, -1.2&-7.7, 2.1&-2.2, 13.1&15.9, 6.1&-1.4, -5.2&-5.3, -4.7&6.4, 3.1&5.6, 6.3&3.7
- CC(C)=CC(=O)O[C@@H]1Cc2cc3ccc(=O)oc3cc2OC1(C)C
  -0.1, -8.6, -3.3, -1.7, -6.4, -11.4, 1.7, 1.9, -7.0, -2.8
- NS(=O)(=O)c1cc2c(cc1C(F)(F)F)NC(Cc1ccccc1)NS2(=O)=O (stereo not drawn)
  7.3, -2.9, -5.7, -5.6, 4.4, -1.5, -11.2, -6.4, 0.0, -7.0
- Cc1nc2c3ccccc3nc(NNC(=O)CCC(=O)N3CCN(c4ccccc4)CC3)n2n1
  -2.7, 3.5, -4.7, 0.9, 0.3, -6.7, 8.4, 7.3, 1.5, 8.9
- O=C1N(c2ccccc2)c2ccccc2C1(Cc1ccncc1)Cc1ccncc1
  -1.0, 1.0, 2.4, -3.4, 0.8, -17.0, 4.5, 9.1, -2.7, -3.5

Record cards, from the list above. Order of screens: LEDGF integ inh, SIAE inh, MBD2 inh, PRMT1 FP inh, rCAG binder, NPR2 activator, TDP2 absorb, TCR CD3 inh, HTRA1 inh, mABHD4 FP
COc1cncc(C#Cc2ccccn2)c1 is listed with -2.5, 3.6, -1.4, 0.1, 0.4, 5.3, -2.9, -4.4, /, 1.9
Cc1nc2c3ccccc3nc(NNC(=O)CCC(=O)N3CCN(c4ccccc4)CC3)n2n1 is listed with -2.7, 3.5, -4.7, 0.9, 0.3, -6.7, 8.4, 7.3, 1.5, 8.9
CC(=O)N1C[C@H](O)C[C@H]1C(=O)O is listed with -0.7, 4.5, 0.9, 1.6, 1.2, -0.4, 5.0, 1.9, -1.0, 9.7
NS(=O)(=O)c1cc2c(cc1C(F)(F)F)NC(Cc1ccccc1)NS2(=O)=O (stereo not drawn) is listed with 7.3, -2.9, -5.7, -5.6, 4.4, -1.5, -11.2, -6.4, 0.0, -7.0

The results go on:
Values run as follows: LEDGF integ inh, SIAE inh, MBD2 inh, PRMT1 FP inh, rCAG binder, NPR2 activator, TDP2 absorb, TCR CD3 inh, HTRA1 inh, mABHD4 FP
- CC(=O)[C@H]1CC[C@H]2[C@@H]3C[C@H](C)C4=CC(=O)CC[C@]4(C)[C@H]3[C@@H](O)C[C@]12C
  -2.5, -1.4, 0.0, 12.5, 0.2, -4.0, -8.5, 12.1, -0.7, 5.5
- CCCOc1ccccc1-c1nc2n[nH]nc2c(=O)[nH]1
  2.2, -0.8, -6.1, -3.8, 3.6, 2.2, -1.3, 5.2, -2.5, 1.4
- C[C@]12CC[C@H]3[C@@H](CCC4=CC(=O)CC[C@@]43C)[C@@H]1CC[C@@H]2C(=O)CO
  -0.7, -1.5, 2.7, 6.1, 2.4, 3.7, -0.6, -7.7, -0.1, -3.8
- CCOC(=O)C1(CCOc2ccccc2)CCN(Cc2ccc(O)c(Cl)c2)CC1
  2.4, 5.2, -4.5, -2.3, -5.3, 2.7, -7.7, 1.3, -0.2, 0.7
- COc1ccccc1OCC(O)COC(N)=O (stereo not drawn)
  -0.3, -2.2, -2.9, -5.8, 0.1, -1.2, 4.3, 4.5, 1.7, -0.7
- O=C(O)[C@@H]1[C@H]2C[C@H]3c4[nH]c5ccccc5c4CCN3C[C@@H]2CC[C@@H]1O
  8.4, 24.4*, 2.2, 18.1, 8.9, -2.0, -5.6, 45.6*, 45.5*, 39.2*
- CCCn1ncc(CN2CCCC(C(=O)c3cccc(OC(C)C)c3)C2)c1C (stereo not drawn)
  2.8, 3.2, -2.8, -3.8, -11.8, -1.9, -16.9, 0.1, -4.6, 1.8
- COc1cc2nc(N3CCN(C(=O)C4COc5ccccc5O4)CC3)nc(N)c2cc1OC (stereo not drawn)
  -0.6, -2.1, 1.0, 0.1, -0.1, -4.9, 5.3, 8.0, 0.9, 4.3
- CC(=O)O[C@]1(C(C)=O)CC[C@H]2[C@@H]3C=C(Cl)C4=CC(=O)[C@@H]5C[C@@H]5[C@]4(C)[C@H]3CC[C@@]21C
  4.9&1.5, 6.1&-12.2, 5.7&-2.8, -2.1&-1.0, 0.1&-1.8, -21.6&-0.3, 2.5&-4.0, -1.1&0.7, -4.3&-6.2, -5.8&-6.4
- O=C1NCC2(CCN(CCc3ccccc3)CC2)O1
  1.4, -1.9, -6.5, 2.8, 1.6, 4.7, -1.8, 1.4, 0.8, -0.9
- CC1=C(C(=O)O)N2C(=O)[C@@H](NC(=O)[C@H](N)c3ccc(O)cc3)[C@H]2SC1
  -2.6, 2.0, 4.5, 7.1, 1.6, 0.6, 4.7, 3.9, 0.0, 5.9
- CN(C)C/C=C(/c1ccc(Br)cc1)c1cccnc1
  4.5, 2.6, -6.1, -0.2, 2.0, -16.4, 5.2, 6.9, -2.0, 7.7
- N=C(N=C(N)N)N1CCOCC1
  1.3, 5.4, -1.0, -6.3, 2.5, 3.0, 15.1, 0.4, -1.4, 4.9
- CCC[C@H](N[C@@H](C)C(=O)N1[C@H](C(=O)O)C[C@@H]2CCCC[C@@H]21)C(=O)OCC
  0.0, -0.9, 3.9, 2.2, 1.8, -0.9, -5.2, -1.2, 2.7, 5.9
- COc1ccc(CN(CCN(C)C)c2ccccn2)cc1
  -3.7&-3.3&2.5, -2.1&2.4&-3.7, -1.9&3.9&-4.6, 0.3&4.5&-0.4, -1.4&-0.3&0.3, -7.5&-7.2&-9.5, -2.6&2.6&0.4, -1.9&-7.7&10.1, 2.2&4.3&-0.1, -1.7&-5.4&-4.4
- O=C(Cn1ccnc1[N+](=O)[O-])NCCO
  8.2, -0.4, 0.1, -3.3, 3.3, -3.7, -5.7, 3.3, /, -11.4

Screens as filed in PubChem.
